Compound activity deposited in PubChem BioAssay by several laboratories.
proCasp7 act: counter-screen: procaspase-7 (human) activation; P55210; recombinant procaspase-7, Ac-DEVD-pNA absorbance 405 nm; D23A/D198A/D206A triple mutant, cannot self-cleave; scale: DMSO 0, 5 µM enzyme 100; activation, % at 8.5 µM; 330,000 compounds, 0.093% hits; AID 463210;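 active = percent activation above the screen-wide mean plus 3 SD, cut at about 25% in these data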
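signal = Epi-absorbance of released pNA at 405 nm, two timepoints | assay system = Uncleavable procaspase-7 mutant enzyme | reagent = Ac-DEVD-pNA substrate, 400 µM as added | times = 1 h enzyme–compound preincubation and 2 h substrate reaction, both 25 °C | benchmarks = low DMSO alone, high DMSO plus 5 µM PC-7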
AHR activator: activates the human aryl hydrocarbon receptor. AHR-responsive luciferase reporter cells, luminescence. activation, % at 5 µM. 320,000 compounds, 2.5% hits. AID 2796; in the data active = activation above about 47%;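 note: 0% = vehicle wells and 100% = reference agonist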
Target sequence (P35869 whole entry, looked up): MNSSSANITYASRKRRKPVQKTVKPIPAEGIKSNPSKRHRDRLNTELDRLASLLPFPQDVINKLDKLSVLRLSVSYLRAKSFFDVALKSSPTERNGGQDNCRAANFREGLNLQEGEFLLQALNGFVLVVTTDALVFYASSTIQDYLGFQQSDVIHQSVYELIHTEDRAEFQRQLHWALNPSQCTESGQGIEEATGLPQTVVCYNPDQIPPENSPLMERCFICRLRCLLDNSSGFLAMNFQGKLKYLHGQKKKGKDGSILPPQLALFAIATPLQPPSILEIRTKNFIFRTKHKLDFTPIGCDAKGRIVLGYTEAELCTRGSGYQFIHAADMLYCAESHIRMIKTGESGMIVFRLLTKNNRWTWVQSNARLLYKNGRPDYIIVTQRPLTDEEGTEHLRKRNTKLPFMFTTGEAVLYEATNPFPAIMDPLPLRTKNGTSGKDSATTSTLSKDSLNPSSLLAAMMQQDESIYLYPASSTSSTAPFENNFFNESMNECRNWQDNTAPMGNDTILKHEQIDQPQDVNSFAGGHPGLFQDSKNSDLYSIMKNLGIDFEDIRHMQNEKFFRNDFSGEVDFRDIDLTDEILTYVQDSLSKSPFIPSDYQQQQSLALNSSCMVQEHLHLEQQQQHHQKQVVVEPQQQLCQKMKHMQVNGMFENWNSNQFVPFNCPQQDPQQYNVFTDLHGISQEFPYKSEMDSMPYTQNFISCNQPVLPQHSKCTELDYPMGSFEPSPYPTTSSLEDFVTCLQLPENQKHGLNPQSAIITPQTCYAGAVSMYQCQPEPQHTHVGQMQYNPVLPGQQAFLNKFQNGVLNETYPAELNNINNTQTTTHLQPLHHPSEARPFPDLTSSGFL
Yeast superoxide: caloric restriction mimetics inhibiting age-related superoxide in yeast. S. cerevisiae aged cells, superoxide DHE fluorescence; stronger effect = lower value. 330,000 compounds, 0.18% hits. AID 2690. superoxide response (% of plate mean), % at 10 µM;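 active = superoxide response under a set limit, about three screen SD below normal, cut at about 65% in these data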;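 note: yeast aged for seven days with compound at 30 °C before DHE staining; 100% = average MFI of all compound-treated wells on the plate with controls excluded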
procasp3 activ: procaspase-3 (human) activation; 330,000 compounds, 0.11% hits; recombinant procaspase-3 D3A, Ac-DEVD-pNA absorbance 405 nm; activation, % at 8.5 µM;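 active = activation above the mean of all tested compounds plus 3 SD, cut at about 21% in these data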;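 note: 0% = DMSO alone and 100% = DMSO wells spiked with extra 5 µM PC-3 D3A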
Target sequence (P42574 whole entry D9A/D28A/D175A): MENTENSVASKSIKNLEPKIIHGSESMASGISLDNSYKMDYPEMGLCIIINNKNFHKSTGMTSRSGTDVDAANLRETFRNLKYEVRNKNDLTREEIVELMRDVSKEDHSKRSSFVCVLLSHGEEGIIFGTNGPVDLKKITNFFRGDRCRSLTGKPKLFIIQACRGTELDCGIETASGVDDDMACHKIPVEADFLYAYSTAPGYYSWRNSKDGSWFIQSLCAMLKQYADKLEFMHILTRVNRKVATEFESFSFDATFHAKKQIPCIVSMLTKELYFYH
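Assay system: Autoprocessing-dead procaspase-3 D3A mutant enzyme; also added: Ac-DEVD-pNA; doses: one concentration, 8.5 µM nominal, 0.8% DMSO; times: 1 h compound preincubation, 2 h substrate hydrolysis at 25 °C; technique: 405 nm absorbance of p-nitroaniline, reads at 0 and 120 min; measure: % activation between DMSO and enzyme-spiked controls; repeats: single replicate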
LAP4 TOR yeast: yeast TOR pathway LAP4-GFP modulation; S. cerevisiae LAP4-GFP multiplex, flow cytometry GFP, 3 h; median GFP as percent of DMSO wells; GFP response vs DMSO, % at 10 µM; 320,000 compounds, 0.34% hits; AID 2023;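 active = GFP response vs DMSO above a set limit, about the screen mean plus 3 SD, cut at about 150% in these data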
MEP2-GFP yeast: modulators of TOR pathway MEP2-GFP in S. cerevisiae | GFP response vs DMSO, % at 10 µM | 330,000 compounds, 0.51% hits | S. cerevisiae MEP2-GFP strain, flow cytometry GFP, 3 h; 100% = DMSO control level | AID 2016;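 active = GFP response versus DMSO above a set limit, roughly screen mean plus 3 SD, cut at about 180% in these data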;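 note: median GFP fluorescence of the barcode-gated MEP2-GFP cells per well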
JMJD2C inh: blocks human GASC-1 demethylase activity | AID 2099 | GST-JMJD2C(1-420) H3K9me3 demethylation, DELFIA europium | inhibition, % at 2.35 µM | 330,000 compounds, 0.069% hits;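 active = more than half of a compound's replicate wells show inhibition beyond 50%, single wells judged on their own value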;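 note: signal counts dimethyl H3K9 product captured on neutravidin plate; 0% = median of DMSO wells and 100% = 0.3 times that DMSO median; strong numbers were not always called active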
RPL19A-GFP yeast: modulators of TOR pathway RPL19A-GFP in S. cerevisiae | percent response vs DMSO, % at 10 µM | AID 2025 | 330,000 compounds, 0.3% hits | S. cerevisiae RPL19A-GFP strain, flow cytometry, 3 h; stronger effect = lower value;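 active = percent response vs DMSO below 50%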;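 note: median channel GFP fluorescence of the barcoded RPL19A-GFP strain; ratio of sample median GFP to plate DMSO average so 100% = DMSO; lower means less RPL19A-GFP as with rapamycin TOR inhibition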
Numbers without * were called inactive; nt = no result given.

SMILES	proCasp7 act	AHR activator	Yeast superoxide	procasp3 activ	LAP4 TOR yeast	MEP2-GFP yeast	JMJD2C inh	RPL19A-GFP yeast
Cc1ccc(OCc2cc(C(=O)N(C)Cc3cnn(-c4ccccc4C)c3)no2)cn1	6	1	100	23*	78	97	15	100
COc1ccccc1NC(=O)CSc1ncn[nH]1	2	2	103	6	98	100	2	95
Cc1c(C(=O)Nc2cccc(C(F)(F)F)c2)oc2ccc(S(=O)(=O)N3CCOCC3)cc12	1	1	93	11	104	106	nt	103
O=C(C1CCC(CNS(=O)(=O)c2ccccc2)CC1)N1CCCCC1 (stereo not given)	4	1	100	-1	93	99	1	101
COc1ccc(Oc2ccc(N/C=C3\CCCC3=O)cc2)cc1	-6	5	110	-7	101	103	11	102
COc1ccc([N+](=O)[O-])cc1NC(=O)/C=C/C(=O)O	6	1	110	-1	97	99	-5	100
Cc1[nH]cnc1C(=O)N/N=C/c1ccc([N+](=O)[O-])s1	-16	5	116	-4	86	113	-3	106
CCOc1cccc2sc(N(CCCN(C)C)C(=O)c3ccc(S(=O)(=O)N(C)Cc4ccccc4)cc3)nc12	6	-1	99	1	102	83	-15	88
Cn1cc(S(=O)(=O)N2CCC(C(N)=O)CC2)c(=O)n(C)c1=O	-2	-2	79	1	117	103	7	104
COc1cccc(CNS(=O)(=O)c2cc3c(cc2Cl)NC(=O)CO3)c1	-1	2	72	-3	107	100	25	98
CCn1c(CNC(=O)c2ccccc2F)cc2cc(C)ccc21	nt	nt	96	nt	101	92	-2	96
O=C(Nc1nnc(-c2ccco2)o1)c1ccc([N+](=O)[O-])s1	8	3	122	-3	125	160	16	89
COc1ccc(S(=O)(=O)N2CCN(CCOc3ccccc3Cl)CC2)cc1OC	1	0	88	-2	86	90	0	90
O=C(Nc1ccccc1)C12CC3CC(C1)CC(n1cnc([N+](=O)[O-])n1)(C3)C2	-4	10	109	0	100	104	-17	97
COC(=O)c1ccc(N2CCN(S(=O)(=O)c3ccc(Br)cc3)CC2)c([N+](=O)[O-])c1	4	0	113	2	90	100	-5	96

3 compounds from above, sorted by count of non-hydrogen atoms, rising:
SMILES	proCasp7 act	AHR activator	Yeast superoxide	procasp3 activ	LAP4 TOR yeast	MEP2-GFP yeast	JMJD2C inh	RPL19A-GFP yeast
COc1ccccc1NC(=O)CSc1ncn[nH]1	2	2	103	6	98	100	2	95
COc1ccc(S(=O)(=O)N2CCN(CCOc3ccccc3Cl)CC2)cc1OC	1	0	88	-2	86	90	0	90
CCOc1cccc2sc(N(CCCN(C)C)C(=O)c3ccc(S(=O)(=O)N(C)Cc4ccccc4)cc3)nc12	6	-1	99	1	102	83	-15	88

More records follow.
SMILES	proCasp7 act	AHR activator	Yeast superoxide	procasp3 activ	LAP4 TOR yeast	MEP2-GFP yeast	JMJD2C inh	RPL19A-GFP yeast
COc1ccccc1NC(=O)C(C)OC(=O)CN1C(=O)C2CC=CCC2C1=O (stereo not given)	4	-2	104	18	103	104	-7	104
CCOC(=O)N1CCN(C(=O)CN(CC)S(=O)(=O)c2cc(C)ccc2OC)CC1	-10	7	102	3	96	151	-6	109
O=C(NCc1cccc(CNC(=O)Nc2cccc(O)c2)c1)Nc1cccc(O)c1	0	1	102	2	95	92	-10	106
COCCCN1CC(=O)N2C(c3cccc(OC)c3)c3[nH]c4ccccc4c3C[C@H]2C1=O (stereo not given in full)	-3	8	96	-3	95	94	-9	100
CC(C)c1ccc(C(=O)NCCCN2CCN(CCCNC(=O)c3ccc(C(C)C)cc3)CC2)cc1	-7	-2	103	-3	86	97	0	97
COc1ccc(C2OC(=O)CC2C(=O)NCc2ccc(Cl)cc2)cc1OC (stereo not given)	2	4	96	0	99	101	-6	103
Cc1cc(C)c(C(=O)C(C)OC(=O)Cc2n[nH]c(=O)c3ccccc23)cc1C (stereo not given)	-1	3	100	-3	96	96	6	101
CN1C(=O)c2c(sc3c2CC(C)(C)SC3)N2CCN=C12	3	3	99	5	99	108	4	99
COc1cnc(SCC(=O)O)[nH]c1=O	10	-5	101	6	91	98	-2	95
Cc1nn(Cc2c(F)c(F)c(F)c(F)c2F)c(C)c1NC(=O)c1cccc(COc2ccc(Cl)cc2)c1	7	-4	96	3	105	104	-3	99
CC1=NN(c2ccccc2)C(=O)C1C(=O)c1ccc([N+](=O)[O-])cc1 (stereo not given)	-4	3	138	-3	85	99	-25	103
CC(=O)NC(=S)NNC(=O)COc1ccc([N+](=O)[O-])cc1	-8	0	112	-8	104	103	-9	94
Cc1cc(C2CC(=O)Nc3ccccc3S2)c(C)s1 (stereo not given)	9	15	106	-2	97	90	3	86
COC(=O)C1=C(C)OC(N)=C(C#N)C1c1ccco1 (stereo not given)	3	3	86	6	103	102	21	100
Cc1csc(NC(=O)CSC2=NS(=O)(=O)c3cc(F)ccc3N2)n1	11	6	101	-1	85	89	-21	87
COc1ccc(C(=O)NCCc2cccc(Cl)c2)cc1OC1CCN(C(C)=O)CC1	0	4	105	-9	75	109	-5	124
CCOC(=O)c1ccc(NC(=S)N2CCC(C(N)=O)CC2)cc1	10	-1	101	-8	93	104	1	104
N#Cc1cn(CC(=O)O)c2ccccc12	-8	28	89	-12	97	101	-4	98
COCCN(CC1CCCN(C2Cc3ccccc3C2)C1)C(=O)c1cccc(C)c1 (stereo not given)	1	4	121	12	98	99	-9	107
Cc1cccc(C(=O)N[C@H](C(=O)NCc2cccs2)C(C)C)c1	-7	1	97	3	94	99	5	101
CCOC(=O)Cn1c(CN2CCOCC2)nc2c1c(=O)n(C)c(=O)n2C	-4	-6	137	2	222*	95	61	69
CCN1CC(CN(C)Cc2nc(-c3ccco3)oc2C)CC1=O (stereo not given)	0	1	97	5	95	92	4	95
COc1ccccc1C(=O)Nc1ccc(OCC(=O)N2CCCCC2)cc1	5	-4	105	4	89	94	-6	91
CSc1nc(C)cc(OCC#N)n1	2	3	96	0	101	101	22	101
O=C(O)Cc1ccccc1C(=O)O	-10	-2	97	-1	95	101	-2	102
O=C1CC(Cc2ccccc2)C(=O)N1c1ccc(Cl)cn1 (stereo not given)	5	6	93	0	104	99	10	102
COC(=O)C1=C(C)N(CCc2ccc(OC)c(OC)c2)C(=O)/C1=C\N(C)C	-5	-2	85	-4	99	104	-3	98
O=C(N=C1SC2CS(=O)(=O)CC2N1c1cccc(F)c1)C1CC1 (stereo not given)	-5	2	94	0	94	94	-3	99
O=C(CSc1nc(-c2ccccc2)cc(C(F)(F)F)n1)NCc1ccco1	-11	2	91	2	91	98	0	93
CN(C)c1ccc(N2C(=O)CC(Nc3ccc(N4CCOCC4)cc3)C2=O)cc1 (stereo not given)	-8	4	105	-8	91	92	nt	96

Record cards, as listed above. Values in the order: proCasp7 act	AHR activator	Yeast superoxide	procasp3 activ	LAP4 TOR yeast	MEP2-GFP yeast	JMJD2C inh	RPL19A-GFP yeast
Shown for O=C(O)Cc1ccccc1C(=O)O : -10	-2	97	-1	95	101	-2	102
Shown for O=C(NCc1cccc(CNC(=O)Nc2cccc(O)c2)c1)Nc1cccc(O)c1 : 0	1	102	2	95	92	-10	106
Shown for CN1C(=O)c2c(sc3c2CC(C)(C)SC3)N2CCN=C12 : 3	3	99	5	99	108	4	99
Shown for O=C(C1CCC(CNS(=O)(=O)c2ccccc2)CC1)N1CCCCC1 (stereo not given) : 4	1	100	-1	93	99	1	101
Shown for COc1ccc(Oc2ccc(N/C=C3\CCCC3=O)cc2)cc1 : -6	5	110	-7	101	103	11	102

(next part)
SMILES	proCasp7 act	AHR activator	Yeast superoxide	procasp3 activ	LAP4 TOR yeast	MEP2-GFP yeast	JMJD2C inh	RPL19A-GFP yeast
NC(=O)c1nsc(C(=O)N(c2ccc(F)cc2)C(C(=O)NCC2CCCO2)c2ccc3ncccc3c2)c1N (stereo not given)	5	3	84	2	94	99	22	104
COc1ccc(S(=O)(=O)N2CCOCC2)cc1NC(=O)CCNC(=O)c1ccc([N+](=O)[O-])cc1	6	1	92	6	98	99	4	101
COc1ccc(NS(=O)(=O)c2cccc(C(=O)NNC(=O)COc3ccccc3)c2)cc1	-1	0	99	-8	98	101	5	100
O=C(NCC1CCCO1)c1cc(S(=O)(=O)Nc2ccc(Br)cc2)ccc1Cl (stereo not given)	9	0	96	15	101	89	2	100
Cc1onc(-c2ccccc2)c1C(=O)NC(=S)NNC(=O)c1ccc(O)cc1	-9	1	82	3	101	117	-5	96
COc1cccc2oc3cc(C#CC4(O)CCCCC4)ccc3c(=O)c12	-1	0	95	-3	127	94	9	94
CC1=C(C(=O)Nc2ccccc2C)C2(CCCCC2)C(C(N)=O)C(=S)N1 (stereo not given)	8	-1	75	-4	96	114	1	117
C=CCNC(=O)c1onc(CSc2cc(C)cc(C)c2)c1C(=O)O	-6	3	97	-1	111	88	4	96
COc1cc(NC(=O)NS(=O)(=O)c2ccc(C)cc2)cc(OC)c1	11	2	108	3	118	103	-7	105
Cc1ccc(S(=O)(=O)N2CCN(C(=O)c3c(-c4ccccc4)noc3C)CC2)c(C)c1	7	0	98	-6	92	102	-7	92
O=C(CSc1nc2ccccc2c(=O)n1-c1ccccc1)N1CCc2ccccc2C1	5	0	108	5	97	115	-6	99
CCN(CC(=O)NC(C)(C)C)C(=O)COc1c(Cl)cc(Cl)c2ccc(C)nc12	-3	5	106	-4	227*	97	-6	87
O=C(CCc1nnc(Cc2c[nH]c3ccccc23)o1)NC(C1CC1)C1CC1	3	5	104	2	102	101	4	92
O=C(O)CCc1ccc(-c2ccccc2)o1	-26	2	105	-32	138	89	2	91
Cc1cc2c(cc1S(=O)(=O)NCc1ccccc1)n(C)c(=O)c(=O)n2C	-2	0	92	7	101	105	2	99
CC1CCCN(C(=O)NC(=O)c2ccc(Cl)cc2)C1 (stereo not given)	8	-3	98	7	71	98	-6	103
CC(C)(CCO)Nc1ncnc2onc(-c3ccc(F)cc3)c12	3	1	107	0	107	102	2	100
CCS(=O)(=O)c1ccc2oc(SCC(=O)Nc3ccc(OC)cc3OC)nc2c1	-6	2	114	-7	100	90	-4	95
COc1ccccc1NCC(=O)N/N=C(\C)c1ccc(Br)s1	7	37	100	-5	103	108	5	98
Cc1ccc(S(=O)(=O)N2CCOCC2)cc1NC(=O)COC(=O)CNC(=O)c1ccc(Oc2ccccc2)cc1	7	2	95	-2	94	97	15	97
OCC1(CCOc2ccccc2)CCN(Cc2cccn2-c2ncccn2)CC1	-1	-3	110	-11	84	95	-15	91
N#Cc1ccc2c(c1)nc1ccccn12	0	-5	103	-4	107	99	-26	109
CC(C)C(=O)Nc1nnc(SCC(=O)Nc2ccc3c(c2)OCCO3)s1	3	0	116	-3	92	98	9	102
Cc1ccc(S(=O)(=O)N(c2nc(N(C)C)nc(N(C)C)n2)n2cnnc2)cc1	5	-1	101	1	94	96	-20	93
CC(C)CC1C(C#N)=C(N)Oc2n[nH]c(-c3cccs3)c21 (stereo not given)	-9	-2	110	10	106	106	-6	102
CCOc1ccc(-n2nc3c(=S)[nH]nc(C)c3c2C)cc1	-2	-1	105	-2	101	102	3	97
Cc1cc(-n2nc(C)cc2C)n2ncc(-c3ccccc3)c2n1	-4	21	113	2	102	99	5	96
COc1ccc(CNC(=O)C2CCN(S(=O)(=O)N3CCCC3)CC2)c(OC)c1	6	3	88	-11	94	95	9	98
CC(=O)c1ccccc1OC(=O)CCN1C(=O)c2ccccc2C1=O	-6	16	90	2	93	106	-5	101
COc1ccccc1CNC(=O)N1CCN(c2ccccc2Cl)CC1	-10	2	95	1	103	105	5	99
